Screening data from PubChem.
CRFR2-BP antag: blocks CRF-induced signaling of the CRF-BP/CRF-R2 complex. HEK293 CRF-R2/CRF-BP, CRF-induced calcium fluorescence. inhibition, % at 11.8 µM. hit rate 0.59% among 350,000. AID 588475;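 active = inhibition of the ligand-induced calcium signal above about 50% at the single tested concentration, limit read from the data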
CRFBP-R2 agonist: CRF-BP/CRF-R2 complex agonism; HEK293 CRF-R2/CRF-BP, calcium dye fluorescence (FLIPR); percent of saturating CRF peptide response; activation, % at 13.2 µM; hit rate 0.46% among 350,000; AID 588473;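 active = activation of at least 50%, plus an integration ratio under a set limit after plate pattern correction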;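 note: plate controls were neutral control wells without compound for no effect and CRF at EC100 for full effect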
TAAR1 agonist: agonists of human TAAR1 | activation, % at 3 µM | CHO RD-HGA16 TAAR1, Fluo-8 calcium fluorescence; vehicle wells 0%, saturating PEA agonist 100% | hit rate 0.99% among 360,000 | Q96RJ0;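 active = activation above the mean activation of all test compounds in the run plus 3 SD, cut at about 38% in these data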
Target sequence (Q96RJ0 whole entry, looked up): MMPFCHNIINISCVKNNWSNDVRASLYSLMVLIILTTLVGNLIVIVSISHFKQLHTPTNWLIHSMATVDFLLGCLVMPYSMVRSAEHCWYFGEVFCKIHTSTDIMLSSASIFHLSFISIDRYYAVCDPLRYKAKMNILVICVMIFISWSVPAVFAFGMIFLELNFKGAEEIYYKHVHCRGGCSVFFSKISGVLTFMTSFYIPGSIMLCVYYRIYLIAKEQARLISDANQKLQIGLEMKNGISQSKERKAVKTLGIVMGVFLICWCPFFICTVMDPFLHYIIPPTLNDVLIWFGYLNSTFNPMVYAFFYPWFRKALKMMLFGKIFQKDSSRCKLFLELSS
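Signal – calcium-sensitive Fluo-8 signal, excitation 470-495, emission 515-575 nm · System – RD-HGA16 (CHO) cells co-expressing Gα16 and hTAAR1 · Incubation – 17-24 h seeding, 75 min 37 °C dye, 30 min RT · Compound dosing – 3 µM single concentration · Repeats – no replicates (n 1)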
CHRM5 antagonist: antagonists of human muscarinic M5 receptor (CHRM5); CHO-hM5 cells, Fluo-8 calcium fluorescence, ACh EC80; AID 624040; P08912; hit rate 0.59% among 360,000; inhibition, % at 3 µM;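 active = inhibition above a per-plate cutoff, the mean of that plate's test compounds plus 3 SD, cut at about 27% in these data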;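 note: 0% = acetylcholine EC80 with DMSO and 100% = DMSO without agonist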
Target sequence (P08912 whole entry, looked up): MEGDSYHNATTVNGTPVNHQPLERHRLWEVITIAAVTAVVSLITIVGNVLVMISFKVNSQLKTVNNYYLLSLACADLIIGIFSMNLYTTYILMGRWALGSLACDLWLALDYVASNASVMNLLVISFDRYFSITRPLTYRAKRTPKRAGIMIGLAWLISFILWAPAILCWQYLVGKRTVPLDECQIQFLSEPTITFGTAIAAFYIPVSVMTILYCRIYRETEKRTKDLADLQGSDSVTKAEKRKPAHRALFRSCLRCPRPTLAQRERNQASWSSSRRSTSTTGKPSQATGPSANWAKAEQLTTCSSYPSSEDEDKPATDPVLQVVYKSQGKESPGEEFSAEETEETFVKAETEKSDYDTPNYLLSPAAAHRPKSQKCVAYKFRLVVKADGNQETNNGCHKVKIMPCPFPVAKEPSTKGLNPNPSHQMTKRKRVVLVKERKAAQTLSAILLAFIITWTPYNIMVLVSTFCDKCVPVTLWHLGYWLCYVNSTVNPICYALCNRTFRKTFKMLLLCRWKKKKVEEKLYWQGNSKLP
CHRM4 PAM: positive allosteric modulators of human muscarinic M4 receptor. P08173. CHO-K1 hM4/Gqi5, Fluo-8 calcium fluorescence, ACh EC20; 0% = ACh EC20, 100% = maximal ACh. activation, % at 3 µM. hit rate 0.4% among 360,000. AID 624126;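 active = activation above its plate's cutoff, the mean activation of sample wells plus 3 SD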; note: some results filed as inactive read as strong as hits
M5 ag: CHRM5 agonism in calcium assay. hit rate 0.19% among 360,000. activation, % at 3 µM. CHO-K1 hM5 cells, Fluo-8 calcium fluorescence; 0% DMSO wells, 100% maximal acetylcholine response. AID 624037. P08912;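 active = activation above the run's mean over test compounds plus 3 SD, cut at about 23% in these data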;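 note: signal is peak over basal fluorescence ratio across the kinetic read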
M1 PAM parental: nonselective activator or artifact in parental CHO-K1 calcium assay; ATP EC20, Fluo-8 calcium fluorescence; 0% at ATP EC20, 100% at ATP max; activation, % at 3 µM; hit rate 0.02% among 360,000;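 active = activation above the run cutoff, the mean activation of all test compounds plus 3 SD, cut at about 40% in these data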;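 note: peak over basal fluorescence ratio in a 140 s read after ATP addition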
CHRM5 PAM: positive allosteric modulators of human muscarinic M5 receptor. hit rate 0.3% among 360,000. CHO-K1 hM5, Fluo-8 calcium, ACh EC20 PAM; 0% = ACh EC20, 100% = ACh EC100. P08912. activation, % at 3 µM;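 active = activation above the run cutoff, the mean activation of all test compounds plus 3 SD, cut at about 18% in these data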
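Assay system – human M5 receptor in CHO-K1 cells · Read-out – % activation, ACh-normalized · Technique – Fluo-8 calcium fluorescence · Dosing – single-point, 3 µM nominal · Incubation – Fluo-8 loading 80 min at 37 °C plus 30 min room temperature · Repeats – singlicate, one well per test compound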
TAAR1 antagonist: human TAAR1 antagonism; hit rate 1.5% among 360,000; CHO RD-HGA16 TAAR1, Fluo-8 calcium fluorescence, antagonist; Q96RJ0; inhibition, % at 3 µM;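 active = inhibition above a per-plate cutoff, the mean inhibition of test compounds on that plate plus 3 SD, cut at about 49% in these data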;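 note: 0% = DMSO plus EC80 beta-PEA response and 100% = DMSO alone without agonist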
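Assay system: RD-HGA16 CHO cells with stable hTAAR1 and Gα16 / Reagent: EC80 β-phenethylamine stimulus / Doses: 3 µM, single point / Timing: dye loading 75 min at 37 °C, then 30 min room temperature / Measured by: Fluo-8 intracellular calcium dye fluorescence, real-time kinetic reads / Controls: vehicle wells and EC80 agonist wells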
* hit, by the source's call; / = no result given.

SMILES | CRFR2-BP antag | CRFBP-R2 agonist | TAAR1 agonist | CHRM5 antagonist | CHRM4 PAM | M5 ag | M1 PAM parental | CHRM5 PAM | TAAR1 antagonist
OCCOCCn1c(C(CO)Nc2nc(-c3ccc(F)cc3)cs2)nc2ccccc21 (centres undefined) | -4 | -2.7 | 7 | 10 | 6 | 1 | 8 | 2 | 10
CC(Oc1cccnc1[N+](=O)[O-])C(=O)Nc1ccc(Cl)cn1 (centres undefined) | 4 | -1.6 | 3 | 11 | 6 | -3 | -17 | -10 | -17
O=C(O)CSC1=NC(=Nc2ccc(Cl)cc2)C2(CCCCC2)N1c1cccc(C(=O)O)c1 | 15 | 2.3 | 5 | -12 | 5 | 0 | -9 | 6 | -17
Cc1ccc2c(c1)nnn2C1CCN(S(=O)(=O)c2ccc(C(=O)N(C)C3CCCCC3)cc2)CC1 | 4 | 1.9 | 16 | 0 | 2 | 1 | 0 | -2 | 5
CCOC(=O)c1c(C)c[nH]c1C | -12 | 1.3 | 0 | -5 | 2 | -4 | 12 | 5 | 10
Cc1ccccc1NC(=S)N1CCN(Cc2ccc3c(c2)OCO3)CC1 | 6 | 0.2 | 0 | -13 | 3 | -5 | 20 | 5 | 1
Cn1c(=O)c(-c2cc(=O)[nH][nH]2)c(O)c2ccccc21 | 4 | 1.3 | 7 | 3 | -5 | 1 | 17 | 4 | 3
COC(=O)c1cccc(-n2c(C)cc(/C=C3\SC(=O)NC3=O)c2C)c1 | 13 | -1.1 | 6 | 6 | 5 | -1 | 12 | -3 | -4
CCN(CC)S(=O)(=O)c1ccc(/C=C/C(=O)N(c2ccccn2)C2CCCCC2)cc1 | 3 | 0.3 | 1 | 17 | -14 | 3 | 3 | -15 | -17
C/C=C/c1ccc(OCCOc2ccc(C=O)cc2)c(OC)c1 | 42 | 1.3 | -2 | 10 | -3 | -3 | 0 | -5 | 3
O=C(CNC1CCCC1)Nc1ccc(S(=O)(=O)N2CCCCC2)cc1 | -6 | 1.4 | 8 | 4 | -5 | -1 | 10 | 8 | -4
CCOC(=O)c1ccc(NS(=O)(=O)c2c(C)n(C)c(=O)n(C)c2=O)cc1 | 26 | -2.8 | 3 | 1 | 5 | 0 | 2 | -6 | -14
COCc1c(C#N)c(NCCc2ccc(F)cc2)nc(C)c1[N+](=O)[O-] | 19 | 0.6 | 4 | 11 | -6 | -5 | 4 | -11 | 20
COc1ccc(CN(C)C(C)C(=O)Nc2ccc(S(=O)(=O)N3CCCCC3)cc2)c(OC)c1 (centres undefined) | 1 | 1.8 | 4 | 4 | -12 | -5 | -6 | -25 | -13
COC(=O)Cn1cc(/C=C/c2cc[n+](C)cc2)c2ccccc21 | -61 | 51* | 3 | 5 | 5 | -2 | 19 | 7 | 6
Nc1ncc([N+](=O)[O-])cc1S(=O)(=O)c1ccccc1 | 15 | -3.2 | -2 | 8 | -4 | -21 | 16 | -30 | 2
COc1cc2c(=O)n(Cc3ccccc3)c(=O)n(CC(=O)NCCc3ccccc3)c2cc1OC | -18 | -2.6 | 2 | 3 | 4 | 3 | 13 | 1 | -9
C=CCN1CC(c2nc3ccccc3n2Cc2ccccc2)CC1=O (centres undefined) | 5 | -2.1 | 9 | 1 | 2 | -1 | 14 | -4 | -3
CN(C)c1ccc(/C=N/NC(=O)c2ccc(Cl)cc2)cc1 | 0 | 0.1 | 22 | 3 | -5 | -2 | 17 | -5 | 3
COCCCNc1nc2c(c(=O)[nH]c(=O)n2C)n1CC(O)COc1cccc(C)c1 (centres undefined) | 19 | -1.9 | 8 | -2 | 9 | -4 | 10 | -4 | 3
COc1ccc(C(=O)NC(C)c2ccc(-n3ccnc3)cc2)c(OC)c1 (centres undefined) | 7 | -2.6 | 1 | -12 | 10 | -1 | 3 | 4 | -26
CCOc1ccccc1NC(=O)CN1C(=O)NC(Cc2c[nH]c3ccccc23)C1=O (centres undefined) | -2 | -0.7 | 2 | 2 | -4 | 1 | 6 | -1 | 6
O=C(O)CSC12CC3CC(C1)CC(C(=O)O)(C3)C2 | 8 | 0.1 | 6 | -4 | 7 | -3 | 11 | 5 | -5
COc1ccc(CNC(=O)C/C(C)=N/NC(=O)COc2ccc(Br)cc2)cc1 | 0 | -1.4 | 0 | 1 | -2 | -3 | 5 | 1 | -6
C/C=C\C=C/C(=O)Nc1cccc(C2=NOC3(C2)C[C@H](C(N)=O)N(C(=O)Cc2ccc([N+](=O)[O-])cc2)C3)c1 (some centres undefined) | 0 | -0.7 | 2 | 7 | -1 | 1 | 6 | 8 | -16
CCC(C)NC(=O)Nc1ccc(F)c(Cl)c1 (centres undefined) | 14 | -1.6 | 5 | 1 | 7 | 2 | 3 | -3 | 26
CC(c1ccccc1)N1C(=O)c2cccnc2C1=O (centres undefined) | 8 | 0.4 | 1 | 0 | -2 | 3 | 19 | 12 | -2
Cc1csc(NC(=O)CSCC(=O)O)c1-c1nc2ccccc2s1 | 10 | -4.0 | 2 | 6 | -2 | 2 | 24 | 4 | -10
CC(C)(C)c1ccc(Cn2nnc3c(=O)[nH]c(C4CCCN(C(=O)c5ccco5)C4)nc32)cc1 (centres undefined) | -8 | 0.4 | 21 | -1 | -1 | 0 | 18 | 4 | -23
Oc1ccc(/C=N/Nc2nccnc2Cl)cc1 | 16 | -0.2 | 1 | 3 | 3 | -1 | 15 | -7 | 8
CC(C)C[C@H](NC(=O)C1CCN(C(=O)[C@H](Cc2ccccc2)NC(=O)OC(C)(C)C)CC1)C(=O)O | 1 | -0.1 | 1 | -5 | 2 | 1 | 8 | 2 | -4
S=C(Nc1ccc2nsnc2c1)N1CCCCCC1 | -6 | 9.6 | 4 | 3 | -4 | -2 | -5 | -1 | -1
O=c1oc2ccccc2c(NC2CCCCC2)c1NS(=O)(=O)c1ccc(Cl)cc1 | -9 | -0.3 | 5 | -10 | -10 | 6 | -16 | 1 | 15
Cc1c(C(=O)N2CCOCC2)sc(NC(=O)CCl)c1C#N | 10 | -1.1 | 1 | -8 | -4 | -2 | 11 | 6 | -21
CCOC(=O)C1=CC[C@H]2c3c(c4ccccc4n3C)C(=O)C1N2S(=O)(=O)c1ccc(C)cc1 | -2 | 1.3 | 5 | 7 | 6 | -4 | 3 | -11 | -2
CS(=O)(=O)N1CCC(C(=O)Nc2ccccc2Cl)CC1 | -15 | 2.7 | 5 | -10 | -4 | -1 | -8 | -1 | -20

Among those listed so far, 2 have a thiophene ring, fused or not.
SMILES | CRFR2-BP antag | CRFBP-R2 agonist | TAAR1 agonist | CHRM5 antagonist | CHRM4 PAM | M5 ag | M1 PAM parental | CHRM5 PAM | TAAR1 antagonist
Cc1csc(NC(=O)CSCC(=O)O)c1-c1nc2ccccc2s1 | 10 | -4.0 | 2 | 6 | -2 | 2 | 24 | 4 | -10
Cc1c(C(=O)N2CCOCC2)sc(NC(=O)CCl)c1C#N | 10 | -1.1 | 1 | -8 | -4 | -2 | 11 | 6 | -21

Continued:
SMILES | CRFR2-BP antag | CRFBP-R2 agonist | TAAR1 agonist | CHRM5 antagonist | CHRM4 PAM | M5 ag | M1 PAM parental | CHRM5 PAM | TAAR1 antagonist
O=C(Nc1nnc([C@@H]2C[C@H](O)[C@@H](CO)O2)s1)Nc1ccccc1Oc1ccccc1 | / | / | 0 | -2 | 1 | 1 | 12 | 1 | -15
Cc1cc(Br)ccc1SCC(=O)OCC(=O)NCc1ccco1 | 28 | 1.8 | -2 | -7 | -2 | -11 | 13 | 3 | 12
Cc1nc2cc(F)ccc2n1C1CCN(C(=O)c2ccc(F)cc2F)CC1 | -11 | -0.8 | 10 | 1 | -1 | 2 | 3 | -1 | 15
CCOc1ccc(N(C(=O)Cn2nnc3ccccc32)C(C(=O)NC(C)(C)CC)c2cccn2C)cc1 (centres undefined) | 0 | -1.0 | -1 | -6 | 4 | 1 | 9 | 1 | -1
COc1cc(C(=O)OCC(=O)N(C)Cc2ccccc2)cc(OC)c1OC | 15 | 1.1 | 3 | -2 | 14 | 0 | 16 | 3 | 14
Cc1ccc(CN2CC34C=CC(O3)C(C(=O)NCc3ccc5c(c3)OCO5)C4C2=O)cc1 (centres undefined) | -1 | 0.1 | 0 | -5 | 15 | 0 | 11 | 1 | 4
C=CCCCCCCCCC(=O)NNC1CC(=O)N(c2ccccc2)C1=O (centres undefined) | -31 | -5.0 | -1 | -5 | -4 | 4 | 19 | 6 | 8
COc1ccc(N(CC(=O)N2CCCCCC2)S(=O)(=O)c2ccccc2)cc1 | -9 | 0.1 | 11 | 20 | -6 | -4 | 5 | -4 | -14
O=c1[nH]c2cc3ccccc3cc2nc1-c1nnnn1C1CCCC1 | / | / | 2 | 7 | 2 | 4 | 23 | 2 | 5
CN1CCc2c(sc3c2C(=O)NC(c2ccc(-c4ccc(Cl)cc4)o2)N3)C1 (centres undefined) | -10 | 14 | 2 | 0 | 1 | 5 | 2 | 3 | -5
NC(=O)c1ccc(-n2nnnc2Oc2ccccc2)cc1 | 14 | 1.4 | 3 | -10 | -2 | 4 | 11 | 5 | -8
COC(=O)CSc1nnc(C)c(=O)[nH]1 | 6 | -1.2 | 11 | -1 | 1 | -2 | 24 | 4 | 3
S=c1[nH]nc2nnc3ccccc3n12 | 4 | -1.5 | 0 | -6 | 30 | -1 | -12 | 13 | -7
O=C(NC1CCN(Cc2ccccc2)CC1)c1ccc(Cl)cc1Cl | -6 | -0.1 | 6 | 10 | -5 | -15 | 16 | 2 | -8
CCOc1ccc(NC(=O)CN(C)C(=O)c2ccccc2CCc2ccccc2)cc1OCC | 45 | -0.9 | 8 | 7 | 6 | -4 | -17 | -10 | 37
Cc1ccc(CNC(=O)CSc2nccn(-c3ccc(C)c(F)c3)c2=O)cc1 | 2 | -0.8 | -2 | -1 | 4 | 4 | 4 | 2 | -15
COc1ccc(Br)cc1/C=N/NC(=O)C[n+]1ccccc1 | 11 | 0.7 | 8 | 19 | -9 | -2 | 2 | -13 | -23
O=C(Nc1nc2n(n1)C(c1ccccc1)CC(c1ccc(Cl)cc1)N2)c1ccco1 (centres undefined) | -27 | 12 | 20 | -2 | 9 | 1 | 5 | 3 | 11
O=C(Nc1ccon1)c1nc[nH]c1C(=O)N1CCN(c2ccccc2)CC1 | 8 | -2.6 | 1 | 9 | 11 | 3 | 16 | 6 | -5

Reprinted from the entries so far, four compounds:
SMILES | CRFR2-BP antag | CRFBP-R2 agonist | TAAR1 agonist | CHRM5 antagonist | CHRM4 PAM | M5 ag | M1 PAM parental | CHRM5 PAM | TAAR1 antagonist
S=c1[nH]nc2nnc3ccccc3n12 | 4 | -1.5 | 0 | -6 | 30 | -1 | -12 | 13 | -7
O=C(NC1CCN(Cc2ccccc2)CC1)c1ccc(Cl)cc1Cl | -6 | -0.1 | 6 | 10 | -5 | -15 | 16 | 2 | -8
CCOc1ccc(NC(=O)CN(C)C(=O)c2ccccc2CCc2ccccc2)cc1OCC | 45 | -0.9 | 8 | 7 | 6 | -4 | -17 | -10 | 37
Cc1ccc(CNC(=O)CSc2nccn(-c3ccc(C)c(F)c3)c2=O)cc1 | 2 | -0.8 | -2 | -1 | 4 | 4 | 4 | 2 | -15
